ADAM17 inh: inhibitors of human ADAM17 | AID 720648 | recombinant ADAM17, EDANS/DABCYL FRET peptide cleavage | actives 0.83% (n = 370,000) | P78536 | inhibition, % at 6.95 µM;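 active means inhibition above the mean of compounds lying between control limits plus 3 SD, set per campaign, cut at about 8.5% in these data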;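 further: 0% = DMSO-only wells as the low control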
ARFGAP1 inh: inhibits rat ARF GTPase activating protein 1. Q62848. Arfgap1-stimulated ARF1 GTP hydrolysis, GDP FP detection. inhibition, % at 16.5 µM. actives 0.26% (n = 360,000). AID 651572;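 active means inhibition above a per-plate limit, mean inhibition of low control wells plus 3 SD, cut at about 25% in these data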;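 further: 0% = DMSO wells with enzyme and 100% = wells lacking Arfgap1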
Target sequence (Q62848 1-136 limits assumed): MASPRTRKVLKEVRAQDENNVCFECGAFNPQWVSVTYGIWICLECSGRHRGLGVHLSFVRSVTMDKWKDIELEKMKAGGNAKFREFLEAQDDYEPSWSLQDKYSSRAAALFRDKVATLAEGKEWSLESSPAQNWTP
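System: truncated rat Arfgap1 GAP domain / Benchmarks: high control wells lacking Arfgap1, low control full reaction with DMSO / Times: compound-enzyme preincubation 20 min, reaction 120 min, detection 60 min, 25 °C / Repeats: one replicate per compound / Also added: human ARF1(Δ1-17)-GTP substrate / Measured by: Tracer-displacement fluorescence polarization with EDTA stop, 620/688 nm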
Tn6 DDE FP: inhibitors of Tn6 peptide binding to human fibrin DD(E); Fibrin DD(E) TRITC-Tn6 fluorescence polarization displacement; actives 0.21% (n = 370,000); P02675; inhibition, % at 8.3 µM;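 active means inhibition above a per-campaign cutoff: mean of compounds within control limits plus 3 SD, cut at about 15% in these data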;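 further: 0% = median of all compound wells on the plate and 100% = blocking peptide control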
MBD2 DNA inh: MBD2-methylated oligo binding inhibition | TR-FRET, MBD2 binding to methylated oligonucleotide | inhibition, % at 4.4 µM | actives 0.31% (n = 370,000); in the data active means inhibition above about 13%
Target sequence (Q9UBB5 whole entry, looked up): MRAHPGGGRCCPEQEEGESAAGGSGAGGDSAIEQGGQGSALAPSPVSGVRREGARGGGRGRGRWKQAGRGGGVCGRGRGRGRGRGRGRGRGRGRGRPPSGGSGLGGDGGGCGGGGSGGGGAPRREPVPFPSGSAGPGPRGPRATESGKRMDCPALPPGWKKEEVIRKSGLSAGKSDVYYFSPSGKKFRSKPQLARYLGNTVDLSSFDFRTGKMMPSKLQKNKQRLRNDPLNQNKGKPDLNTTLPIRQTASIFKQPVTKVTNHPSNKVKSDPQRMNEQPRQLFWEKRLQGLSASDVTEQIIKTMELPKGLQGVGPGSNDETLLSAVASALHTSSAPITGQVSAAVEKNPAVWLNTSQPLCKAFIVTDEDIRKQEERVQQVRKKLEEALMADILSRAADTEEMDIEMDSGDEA
ASAP1 inh: inhibitors of human ASAP1 ArfGAP activity. ASAP1-stimulated ARF1 GTP hydrolysis, GDP FP detection. inhibition, % at 16.5 µM. actives 0.19% (n = 360,000); in the data active means inhibition above about 25%;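 further: 0% = vehicle with enzyme and substrate and 100% = no enzyme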
Target sequence (Q9ULH1 325-724 limits assumed): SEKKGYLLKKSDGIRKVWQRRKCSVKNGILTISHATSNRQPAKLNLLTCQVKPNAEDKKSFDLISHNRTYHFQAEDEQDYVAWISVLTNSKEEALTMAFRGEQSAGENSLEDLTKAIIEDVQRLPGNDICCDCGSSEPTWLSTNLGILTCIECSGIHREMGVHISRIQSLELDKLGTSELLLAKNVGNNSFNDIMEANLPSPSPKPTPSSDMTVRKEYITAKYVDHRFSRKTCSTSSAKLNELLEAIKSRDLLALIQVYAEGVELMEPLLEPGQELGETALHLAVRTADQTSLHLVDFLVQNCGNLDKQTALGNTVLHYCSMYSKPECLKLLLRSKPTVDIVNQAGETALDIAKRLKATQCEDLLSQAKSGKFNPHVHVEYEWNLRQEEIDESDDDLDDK
PLC-gamma1 inh: blocks human PLC-gamma1 enzyme activity; purified PLC-gamma1, fluorogenic substrate, fluorescence; inhibition, % at 12.2 µM; actives 0.84% (n = 370,000); P19174; in the data active means inhibition above about 9.5%
proKLK7 act: activators of human kallikrein-7 zymogen; P49862; purified proKLK7, EDANS-DABCYL substrate fluorescence; 100% is mature enzyme control, 0% vehicle; activation, % at 7 µM; actives 0.9% (n = 370,000);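 active means activation above the mean of all tested compounds plus 3 SD, computed per campaign excluding outliers beyond control limits, cut at about 13% in these data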
Tn7 DDE FP: disrupts Tn7 cyclic peptide binding to fibrin D-Dimer-E complex | FP displacement of FITC-Tn7 peptide from fibrin DD(E); 0% = median of compound wells per plate | inhibition, % at 8.3 µM | actives 0.13% (n = 370,000);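 active means inhibition above the mean of compounds falling within the control limits plus 3 SD of them, cut at about 14% in these data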;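 further: 0% = plate median of compound wells and 100% = 10 µM Aha-Tn7 peptide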
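Assay system: Human clot-derived fibrin DD(E) complex | Buffer or medium: Tris/NaCl/CaCl2 buffer, pH 7.8 | Repeats: One replicate per compound | Benchmarks: Aha-Tn7 high control | Measure: % inhibition scaled between sample-field median and high-control FP | Schedule: 10 min plus 3 h, room temperature | Signal: Fluorescence polarization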
PLCb3 inh: inhibitors of human phospholipase C beta3; Purified PLC-beta3, fluorogenic substrate, fluorescence; inhibition, % at 12.2 µM; actives 0.18% (n = 370,000); Q01970; in the data active means inhibition above about 11%;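 further: 0% = median of compound wells on plate and 100% = full blocker control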
UHRF1 MBD2 ctr: UHRF1 methyl-DNA binding inhibition | Q96T88 | UHRF1 binding to methylated oligo, TR-FRET | inhibition, % at 4.4 µM | actives 0.75% (n = 370,000) | AID 687016; in the data active means inhibition above about 21%;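 further: UHRF1 SRA domain binding a hemimethylated CpG hairpin DNA probe; 0% = median of test compound wells and 100% = reference inhibitor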
The depositor's hits bear a star; . = not tested or not shown.

canonical_smiles	PLC-gamma1 inh	UHRF1 MBD2 ctr	ARFGAP1 inh	proKLK7 act	MBD2 DNA inh	Tn6 DDE FP	ASAP1 inh	PLCb3 inh	Tn7 DDE FP	ADAM17 inh
COc1ccc(C(=O)NCCn2cc(SCC(=O)Nc3cc(C)on3)c3ccccc32)cc1OC	-4	0	4	-0.8	2	2	10	1	10	-2
CCSc1ccc([C@@H]2[C@@H]3C(=O)N(C)C(=O)[C@@H]3[C@]3(C(=O)OC)CCCCN23)cc1	3	2	5	0.4	-5	-2	-1	2	0	1
O=C(CN(CC1CCCO1)C(=O)c1nsc(Cl)c1Cl)NC1CCCC1 (configuration not stated)	-1	1	-5	-0.2	-1	1	2	2	9	-3
Cc1ccc(CNC(=O)C2CCC(=O)N(C3CCCC3)C2)c(F)c1F (configuration not stated)	5	2	5	-0.4	0	-4	-8	-5	-5	1
O=C(NNC(=O)c1ccccc1F)c1ccc2[nH]c(=O)c(=O)[nH]c2c1	-13	-3	-3	1.3	1	4	1	-23	-7	-13
Cc1nc2ccc(-c3ccccc3)cc2o1	0	-1	-6	0.5	-8	5	-3	2	5	-2
Cc1cccc(-c2ncc(CN3CCCC(CO)(Cc4ccccc4C)C3)cn2)c1 (configuration not stated)	0	1	2	0.1	-3	2	0	-1	1	5
CN(C)/C(=N\S(=O)(=O)c1ccc(Br)cc1)c1ccccc1	-2	4	5	0.4	7	-2	8	-12	2	-9
COCCCN1C(=O)c2ccc(C(=O)OCC(=O)N(C)c3ccccc3)cc2C1=O	1	-2	2	0.1	3	-2	-13	0	6	-1
OCCC1CN(Cc2ccccc2OC2CCCC2)CCN1Cc1ccsc1 (configuration not stated)	4	-2	1	0.3	-2	1	-1	2	-3	1
COc1ccc(/C=N/NC(=O)c2cccnc2)cc1CN1CCCc2ccccc21	-5	1	9	0.8	4	-12	9	-15	-1	-2
C/C(=N\NC(=O)c1cccc(N/N=C(\C)c2ccncc2)c1)c1ccncc1	3	-7	11	-0.1	2	-14	10	4	-2	2
CN(Cc1c(C(=O)N/N=C/c2ccc(O)cc2)nnn1-c1nonc1N)C1CCCCC1	-3	0	9	-0.3	-1	-7	0	-6	3	4
CCCOC(=O)c1c(NC(=O)CCCn2nc([N+](=O)[O-])cc2C)sc(C(=O)OC)c1C	0	3	4	-0.3	3	0	-19	-3	-1	-5
COc1cccc(/C=N/NC(=O)c2oc3nc(-c4ccccc4)cc(-c4ccco4)c3c2N)c1	-50	-7	1	-0.6	-1	0	-3	-68	0	-16
O=C(Nc1ccccc1SCC1CSc2nc3ccccc3c(=O)n21)c1cccc(Cl)c1 (configuration not stated)	-88	0	0	-1.1	-2	-1	7	-115	-1	-7
COC(=O)c1ccccc1NS(=O)(=O)c1ccc2c(c1)oc(=O)n2C	-3	1	1	0.1	-4	3	7	-6	-3	-5
OC(c1cccc(Cl)c1)c1ncc(-c2ccc3ccccc3c2)[nH]1 (configuration not stated)	-10	-1	20	-1.0	-1	-11	6	-21	0	4
O=C(CSc1ncnc2sccc12)Nc1ccccc1F	0	0	-7	0.4	-1	-8	-1	-6	3	-2
CC(C)(C)c1cc2cccnc2n1Cc1cccc(Cl)c1	-7	1	5	0.0	-4	-7	-7	-13	0	-2
O=C(COC(=O)c1cccc(S(=O)(=O)N2CCOCC2)c1)NCCc1ccccc1	1	2	6	0.4	3	1	8	-12	-1	-5
COc1ccc(CNC(=O)c2sc3nc4c(c(C(F)(F)F)c3c2N)CCC4)cc1OC	-24	-1	6	-0.8	-5	4	6	-28	-1	3
Cc1cc(C(=O)NC2CCN(Cc3ccccc3)CC2)n[nH]1	0	2	3	0.5	-3	2	-5	9	-5	2
O=C(CCNS(=O)(=O)c1cccc2nonc12)NCc1cccs1	6	2	6	0.3	-3	-1	4	2	-8	-1
O=C(CN1C(=O)C2CC=CCC2C1=O)Nc1ccc(F)cc1F (configuration not stated)	4	6	0	-0.6	3	-5	10	0	-9	-9
COc1ccc(CNC(=S)Nc2ccc(F)c(Cl)c2)cc1OC	-3	1	11	-0.7	-1	1	12	-3	6	-4
CC(=O)c1c(C)[nH]c(C(=O)OCCCCN2C(=O)c3ccccc3C2=O)c1C	3	-1	3	0.1	-5	1	8	2	2	0
COc1ccc(CCNC(=O)CNC(=O)N2CC(=O)Nc3ccccc32)cc1	-1	-2	-9	-0.4	-2	3	8	-4	2	0
CCOC1(OCC)N=C(N)C2(C#N)C(c3cccc(C)c3)C12C#N (configuration not stated)	-3	-4	3	-0.5	2	2	1	-2	-3	-6
O=C1CNC(=O)/C(=C/c2cccs2)N1	1	-1	-5	-0.6	3	0	-9	3	-3	0
CC(=NCCCn1ccnc1)c1c(O)n(Cc2ccccc2)c(=O)[nH]c1=O	1	4	4	-0.7	-1	-2	9	-1	9	3
COC(=O)c1cc2c(c3c4ccccc4n(S(=O)(=O)c4cccc(C)c4)c13)C(=O)N(C)C2	-13	-3	-12	-0.5	-8	7	1	-17	9	1
Clc1ccccc1OCCCCN1CCCCC1	0	6	-11	0.1	4	4	0	-1	0	-5
Cc1cccc(CCN(C(=O)c2csnn2)C(C(=O)NC2CCCC2)c2ccco2)c1 (configuration not stated)	3	0	-4	0.4	-3	7	8	-6	4	1
COC(=O)c1ccc2[nH]c([C@H](C)O)c([C@H](C)O)c2c1	-35	-1	-3	-0.1	1	-7	7	-42	2	-10
Cc1c(OCC(=O)NC(Cc2ccc(Cl)cc2)C(=O)O)ccc2c3c(c(=O)oc12)CCCC3 (configuration not stated)	0	-2	6	-0.3	-3	-1	7	4	0	-13
Fc1cccc(Cc2c(-c3ccccc3)nc3c4ccccc4ccn23)c1	-9	21*	-4	-11	8	2	12	-16	0	-11
CC(C)C[C@H]1CN([C@@H](Cc2ccc(O)cc2)CN2CCC[C@@H]2CN2C(=S)NC[C@@H]2Cc2ccccc2)C(=S)N1CC1CCCCCC1	1	-3	0	-0.4	1	7	6	-1	-3	-5
COc1ccc(NC(=O)c2ccc(S(=O)(=O)N(C)c3ccccc3)cc2)cc1S(=O)(=O)N1CCOCC1	3	0	9	0.4	1	-6	14	-3	0	-1
CC(=O)c1c(N2CCC(C(N)=O)CC2)nc(=S)n(-c2ccccc2)c1C	1	6	8	0.4	2	0	-8	0	5	-7
COc1ccc(OC)c(N(C)S(=O)(=O)c2ccc3c(c2)N(C(C)=O)CCO3)c1	0	-1	1	-0.3	0	1	-6	-3	3	-5
Cc1ccc(NC(=O)C2CCN(c3ncccn3)CC2)cc1C	-12	1	.	-0.2	0	3	.	-18	2	-2
CCN(CC)S(=O)(=O)c1cccc(-c2nnc(SC(C)C#N)n2Cc2ccccc2)c1 (configuration not stated)	3	4	2	0.6	2	8	-15	2	-4	-1
Cc1cccc(-n2c(O)c(C=Nc3cc(O)ccc3C)c3ccccc3c2=O)n1	-59	-3	-1	3.4	-2	-11	-1	-79	-6	-17
COc1ccc(/C=C2\SC(=S)N(CCC(=O)Nc3ccc(O)cc3)C2=O)cc1	-2	-2	1	0.3	2	-4	7	-8	7	-3
COc1cccc(CNC(=O)CCC2CCCN(Cc3ccc4c(c3)CCO4)C2)c1 (configuration not stated)	2	-2	9	-0.8	-3	-4	20	0	3	-2
Cc1occc1-c1nnc(SCC(=O)Nc2ccc(F)cc2)n1Cc1ccccc1	0	2	4	-0.3	3	-2	1	-1	-3	-5
CN1CCN(S(=O)(=O)c2cccc(C(=O)NCCOc3ccccc3)c2)CC1	2	-3	0	0.5	-4	-5	-10	2	-2	1
COc1ccc(NC(=O)c2ccc([N+](=O)[O-])s2)c([N+](=O)[O-])c1	4	0	0	-0.8	3	-11	8	2	1	-1
COc1ccc(C2CCCN2C(=O)Nc2ccc(C)c(C)c2)cc1OC (configuration not stated)	0	0	-3	0.2	0	0	7	1	-2	1
OC(COCCOc1ccc(Br)cc1)CN1CCCCC1 (configuration not stated)	-26	1	-4	0.7	2	2	6	-28	-3	-8

A stretch from further up, for reference:
canonical_smiles	PLC-gamma1 inh	UHRF1 MBD2 ctr	ARFGAP1 inh	proKLK7 act	MBD2 DNA inh	Tn6 DDE FP	ASAP1 inh	PLCb3 inh	Tn7 DDE FP	ADAM17 inh
Cc1occc1-c1nnc(SCC(=O)Nc2ccc(F)cc2)n1Cc1ccccc1	0	2	4	-0.3	3	-2	1	-1	-3	-5
CN1CCN(S(=O)(=O)c2cccc(C(=O)NCCOc3ccccc3)c2)CC1	2	-3	0	0.5	-4	-5	-10	2	-2	1
COc1ccc(NC(=O)c2ccc([N+](=O)[O-])s2)c([N+](=O)[O-])c1	4	0	0	-0.8	3	-11	8	2	1	-1
COc1ccc(C2CCCN2C(=O)Nc2ccc(C)c(C)c2)cc1OC (configuration not stated)	0	0	-3	0.2	0	0	7	1	-2	1
OC(COCCOc1ccc(Br)cc1)CN1CCCCC1 (configuration not stated)	-26	1	-4	0.7	2	2	6	-28	-3	-8

UHRF1 MBD2 ctr: entries above that show a hit.
canonical_smiles	PLC-gamma1 inh	UHRF1 MBD2 ctr	ARFGAP1 inh	proKLK7 act	MBD2 DNA inh	Tn6 DDE FP	ASAP1 inh	PLCb3 inh	Tn7 DDE FP	ADAM17 inh
Fc1cccc(Cc2c(-c3ccccc3)nc3c4ccccc4ccn23)c1	-9	21*	-4	-11	8	2	12	-16	0	-11

Entries of single compounds, quoted from the list. Screens in order: PLC-gamma1 inh | UHRF1 MBD2 ctr | ARFGAP1 inh | proKLK7 act | MBD2 DNA inh | Tn6 DDE FP | ASAP1 inh | PLCb3 inh | Tn7 DDE FP | ADAM17 inh
Listed for `Cc1cc(C(=O)NC2CCN(Cc3ccccc3)CC2)n[nH]1` : 0 | 2 | 3 | 0.5 | -3 | 2 | -5 | 9 | -5 | 2
Listed for `COC(=O)c1ccc2[nH]c([C@H](C)O)c([C@H](C)O)c2c1` : -35 | -1 | -3 | -0.1 | 1 | -7 | 7 | -42 | 2 | -10
Listed for `CN1CCN(S(=O)(=O)c2cccc(C(=O)NCCOc3ccccc3)c2)CC1` : 2 | -3 | 0 | 0.5 | -4 | -5 | -10 | 2 | -2 | 1
